Source: PubChem
TRPML3 ag – human mucolipin-3 channel agonism; activation, % at 3 µM; Q8TDD5; AID 1448; HEK293 TRPML3-YFP, Fluo-8 calcium fluorescence; 100% = the carbachol control signal; 0.29% of 220,000 active;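 active means activation above its plate's cutoff, the mean activation of the plate's test wells plus 3 SD, cut at about 12% in these data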;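 further: 0% = DMSO only wells and 100% = carbachol wells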
Target sequence (Q8TDD5 whole entry, looked up): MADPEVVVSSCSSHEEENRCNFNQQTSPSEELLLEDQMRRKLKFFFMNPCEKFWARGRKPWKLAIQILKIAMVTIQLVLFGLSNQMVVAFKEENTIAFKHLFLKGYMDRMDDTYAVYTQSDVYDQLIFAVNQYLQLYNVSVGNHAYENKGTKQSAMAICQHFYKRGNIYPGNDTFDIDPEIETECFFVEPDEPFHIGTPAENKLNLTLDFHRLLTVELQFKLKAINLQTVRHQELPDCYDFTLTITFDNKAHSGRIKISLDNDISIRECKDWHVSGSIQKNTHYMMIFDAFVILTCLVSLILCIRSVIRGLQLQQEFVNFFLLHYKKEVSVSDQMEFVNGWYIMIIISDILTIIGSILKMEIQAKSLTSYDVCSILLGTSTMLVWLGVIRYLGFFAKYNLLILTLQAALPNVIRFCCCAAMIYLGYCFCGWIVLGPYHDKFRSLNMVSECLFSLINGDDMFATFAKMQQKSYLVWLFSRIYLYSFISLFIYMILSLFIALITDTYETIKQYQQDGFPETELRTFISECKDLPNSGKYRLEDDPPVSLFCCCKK
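Material: TRPML3-YFP stable HEK293 cells | Dosing: One concentration, 3 µM nominal, 0.3% DMSO | Timing: 125 s total fluorescence read per well | Technique: Fluo-8 calcium dye fluorescence, ex 470-495, em 515-575 nm | Measure: Percent activation from peak-to-basal fluorescence ratio, scaled between DMSO and carbachol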
NPY2 pot ag – human NPY-Y2 potentiation or agonism, primary screen; P49146; cells expressing NPY-Y2, potentiator/agonist read-out; activation, % at 3.6 µM; 0.45% of 220,000 active; AID 1359; in the data active means activation above about 27%;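 further: cells stimulated with NPY near EC25 plus isoproterenol at EC100; 0% = vehicle plus submaximal agonist and 100% = vehicle plus saturating agonist; some results beyond the cut were filed as inactive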
S1P4 antagonist – human S1P4 receptor antagonism; O95977; S1P4-expressing cells, antagonist mode, reporter read-out; inhibition, % at 4.98 µM; 0.26% of 220,000 active; in the data active means inhibition above about 29%;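 further: 0% = wells stimulated with agonist and 100% = vehicle wells without agonist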
Target sequence (O95977 whole entry, looked up): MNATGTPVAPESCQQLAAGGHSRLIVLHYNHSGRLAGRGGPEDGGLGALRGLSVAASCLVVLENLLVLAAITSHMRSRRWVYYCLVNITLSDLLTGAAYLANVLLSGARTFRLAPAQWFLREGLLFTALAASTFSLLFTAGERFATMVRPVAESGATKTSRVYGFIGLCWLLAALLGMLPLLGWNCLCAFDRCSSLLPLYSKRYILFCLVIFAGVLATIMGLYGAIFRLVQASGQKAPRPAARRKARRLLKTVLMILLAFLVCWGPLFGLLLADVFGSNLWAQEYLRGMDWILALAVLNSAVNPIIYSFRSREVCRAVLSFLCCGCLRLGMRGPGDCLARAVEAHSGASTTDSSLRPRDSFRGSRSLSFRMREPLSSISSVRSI
NPY-Y1 antag – NPY-Y1 (human) receptor antagonism; 1% of 200,000 active; P25929; HEK293-CNG Y1 cells, membrane potential fluorescence; NPY at EC95, then isoproterenol; AID 1040; inhibition, % at 3.6 µM;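 active means inhibition above the campaign mean inhibition of all tested compounds plus 3 SD, cut at about 20% in these data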;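 further: 0% = DMSO wells given NPY plus isoproterenol and 100% = isoproterenol alone without NPY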
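System: HEK293 cells with Y1 receptor plus CNG channel / Probe or stimulus: NPY 25 nM then isoproterenol 1 µM plus Ro 20-1724 25 µM / Compound: one concentration, 3.6 µM, in 0.4% DMSO / Schedule: compound incubation 1 h at room temperature, readout 45 min post-stimulation / Measured by: membrane potential fluorescence / Read-out: % inhibition of NPY effect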
TRPN1 ag – zebrafish TRPN1 (NompC) channel agonism; HEK293 zebrafish TRPN1-YFP, Fluo-8 calcium fluorescence; 100% = response to 87 µM carbachol; activation, % at 3 µM; 0.18% of 220,000 active;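 active means activation above its plate's cutoff, the mean activation of test wells on that plate plus 3 SD, cut at about 19% in these data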;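 further: 0% = DMSO alone and 100% = 87 µM carbachol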
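Material: zebrafish TRPN1-YFP in HEK293 cells; Doses: single test compound dose, 3 µM nominal, 0.3% DMSO; Timing: dye loading 1 h at 37 °C, then 30 min room temperature; Technique: intracellular calcium fluorescence with Fluo-8; Benchmarks: high carbachol 87 µM, low DMSO alone.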
EP2 modulator – EP2 receptor (human) modulation. EP2-expressing cells, cAMP HTRF FRET, PGE2 co-stimulation. induction, % at 25 µM. 0.83% of 260,000 active. AID 940;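 active means compounds whose cAMP rise, as percent of the full-agonist control response, exceeds 60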;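 further: rat C6 glioma line stably carrying human EP2 under a CMV promoter; the protocol text gives 20 µM as final concentration; 100% = response of wells given 1 µM PGE2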
S1P4 agonist – human S1P4 receptor agonism | S1P4-expressing cell line, agonist reporter assay | O95977 | 0.35% of 220,000 active | AID 1509 | activation, % at 4.98 µM; in the data active means activation above about 11%;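 further: 0% = DMSO vehicle and 100% = reference agonist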
NPY-Y1 PAM-ag – potentiators or agonists of human neuropeptide Y receptor Y1; activation, % at 3.6 µM; NPY-Y1 expressing cells, potentiator/agonist activation; 0.37% of 220,000 active; in the data active means activation above about 33%, passing the limit was not always enough;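 further: cells stimulated with NPY at EC10 then isoproterenol at EC100; 0% = low agonist plus stimulus and 100% = saturating agonist plus stimulus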
CHOP inh – blocks CHOP induction under ER stress | CHO-K1 CHOP-promoter luciferase, tunicamycin-induced, 15-18 h | inhibition, % at 10 µM | 3.8% of 220,000 active | AID 2732;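 active means compounds that reduced the stress-induced luciferase reporter signal by more than about 70% of percent inhibition, limit read from the data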;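 further: 0% = tunicamycin plus vehicle and 100% = wells without tunicamycin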
Starred values were filed as active, the others as inactive; nt = no result given.

Value order: S1P4 antagonist, TRPML3 ag, CHOP inh, NPY-Y1 PAM-ag, EP2 modulator, TRPN1 ag, NPY-Y1 antag, NPY2 pot ag, S1P4 agonist
NC(=O)COC(=O)CCSc1ccc(Cl)cc1
    1, 0.1, -3, -18, 23, -0.1, 11, -11, -0.5
Cc1ccc2nc(SC(C)C(=O)N3CC(C)OC(C)C3)[nH]c2c1 (stereo not drawn)
    14, -1.9, -15, 12, 4, -0.3, 21*, -11, -0.1
O=C1CCN=C(Nc2ccc(F)cc2)N1Cc1ccccc1
    -18, 0.8, -1, -1, -52, -1.3, 2, -12, 2.8
CN1CCN(S(=O)(=O)c2ccc(NC(=O)c3cccs3)cc2)CC1
    -22, 0.4, -7, -16, 16, 1.1, 4, -3, 2.2
Cc1cc2c(NC(=O)CC(C)(C)CC(=O)O)cccc2nn1
    -15, 0.1, 2, 8, 20, 4.1, nt, -10, 0.9
O=C1CCc2ccc(NC(=O)C3CC3)cc2N1
    -7, 1.1, -4, 4, -4, 0.6, -3, -5, 0.1
CNC(=O)c1ccsc1NC(=O)c1ccc2c(c1)CCCC2
    -5, 0.5, 7, 3, -21, 0.8, -4, 14, 1.3
COc1ccc(S(=O)(=O)NC(CC(=O)NCc2ccco2)c2ccco2)cc1 (stereo not drawn)
    -6, 0.0, 18, 14, 6, -1.4, -4, 2, 2.5
CCc1[nH]nc2c1C1(CCN(C(=O)c3ccccc3)CC1)C(C#N)=C(N)O2
    -6, 0.3, 24, -21, -1, 2.6, 2, 1, 3.3
CCc1ccccc1NC(=O)COC(=O)C1CC(=O)N(c2ccc(F)cc2)C1 (stereo not drawn)
    4, 0.4, 36, -3, 17, 0.9, 2, 5, 0.7
CCOc1ncccc1C(=O)N(C)CC(=O)Nc1ccc(C)cc1
    -13, 0.8, -5, 13, 40, 0.7, 0, 3, 0.5
COc1ccc(OCC(=O)N/N=C/c2ccc(OC)c(OC)c2C(=O)O)cc1
    -8, 0.0, -10, 2, 0, -0.4, -3, -1, 4.0
Cc1cc(NC(=O)Cn2c(=O)c3c(ncn3CCC(C)C)n(Cc3ccccc3)c2=O)no1
    0, -1.1, 54, 5, 5, -2.2, -2, -5, -0.7
Cc1c(O)ccc(C(=O)COc2ccc(F)cc2)c1O
    11, -0.5, -13, 29, -1, 1.9, 8, -5, 0.8
Cc1cc(C)cc(OCC(=O)O/N=C(\N)c2ccccc2Cl)c1
    6, -0.5, -16, -9, 25, -0.2, nt, -17, -0.8
CCC(=O)N1C(=O)CCN(C(C)=O)c2ccccc21
    -25, -0.5, 3, -18, 20, 1.7, 4, 2, -0.1
CS(=O)(=O)Nc1ccc(C(=O)NCCSCc2ccccc2)cc1
    -2, 0.0, 25, -1, -7, -0.7, -2, 9, -0.1
CCOC(=O)N1CCN(C(=O)c2cnn3c(C)c(Cc4ccc(C)cc4)c(C)nc23)CC1
    -8, -0.7, -12, -8, -49, -0.9, -1, 7, -0.4
COC(=O)c1ccc(NC(=O)Nc2ccc(F)cc2F)cc1
    8, 5.4, -16, 8, -39, 6.8, -2, 6, 0.9
C=CCn1c(=O)c(C(=O)NCCc2ccccc2)c(O)c2ccccc21
    2, 1.1, 48, -9, 67*, 0.1, 6, -4, -0.2
COC(=O)c1ccc(C(=O)OCCCc2nc3ccc(N)cc3[nH]2)cc1
    -11, 0.9, -21, -44, -50, -0.2, -5, -6, -0.4
Cc1cc(=O)oc2c(C(=O)/C=C/c3ccccc3)c(O)ccc12
    1, 0.7, -13, 2, 8, -0.5, 7, -9, 2.3
CCOc1ccccc1NC(=O)CCN1CCN(S(=O)(=O)c2ccc(OC)cc2)CC1
    -17, -0.1, 27, -25, -2, -0.1, 2, 2, 1.9
Cc1ccccc1Nc1nc(N)nc(COC(=O)CCS(=O)(=O)c2ccccc2)n1
    -1, 0.2, 19, 11, 12, 0.8, 0, 5, -0.8
Cc1ccc2c(c1)nnn2C1CCN(S(=O)(=O)c2ccc(C(=O)N3C(C)CCCC3C)cc2)CC1 (stereo not drawn)
    -21, 1.1, nt, 16, -9, 1.7, -2, 14, 1.7
O=C(COC(=O)CNC(=O)c1ccccc1)Nc1ccc(S(=O)(=O)N2CCOCC2)cc1
    -17, 0.4, -29, 13, 4, -1.0, 4, 3, 1.7
COCCOC(=O)C1=C(C)OC(N)=C(C#N)C1c1ccco1 (stereo not drawn)
    1, 0.7, -5, 7, 19, 0.0, 3, 16, -0.5
O=c1[nH][nH]cc1C=Nc1ccc(Cl)cc1Cl
    -4, 0.6, -4, 1, 3, 1.3, -1, -12, -1.6
CC(=O)Nc1ccc(NC(=O)c2ccc(C3SCC(=O)N3CCc3ccccc3)cc2)cc1 (stereo not drawn)
    -10, 0.6, -32, 2, -108, 0.5, -2, 6, -1.3
CCC(CC)C(=O)Nc1nnc(SCC(=O)N2CCN(c3ccccc3OC)CC2)s1
    12, 0.1, 15, 17, -10, 0.3, -9, 14, 0.5
COc1ccc2c(CC(=O)Nc3nc(C)cs3)coc2c1
    -10, 1.6, 28, 0, -44, 0.1, 5, 2, -0.8
Cc1cc(C)n(C(=O)CNC(=O)c2cccs2)n1
    -10, 0.2, 13, -25, 21, 1.0, 2, -7, -0.9
CCCCOc1ccc(N(CC(=O)NC(C)(C)CC)C(=O)CCC(=O)Nc2ccccn2)cc1
    -9, 0.2, 51, 10, 33, 0.6, -4, -3, -0.3
COc1ccccc1-c1cc(-c2ccccc2)nc(SC(C(N)=O)c2ccccc2)c1C#N (stereo not drawn)
    -8, 0.0, 76*, -25, 36, 0.8, 6, 9, 1.8
Cc1ccc(NC(=O)COC(=O)C(NS(=O)(=O)c2ccc(Cl)cc2)C(C)O)cc1C (stereo not drawn)
    0, 0.9, 17, 4, -22, 2.2, -5, 4, 0.3
COc1ccc(NC(C)=O)cc1CNC(=O)COc1c(C)c(C)cc(C)c1C
    -17, 0.3, 35, -29, 38, -1.2, -1, 2, 1.3
CSc1nc(C)cc(C)c1S(=O)(=O)c1ccccc1C
    -15, -1.5, 50, -24, 38, -2.2, 8, 3, -4.9
O=C(NCc1cccnc1)c1ccccn1
    8, 0.6, 26, 19, -9, 0.6, 5, -8, -0.2
CCOc1ccccc1NC(=O)CSc1nnc2ccc(-c3ccncc3)nn12
    -7, 0.1, 9, 14, 6, 0.4, 1, 3, 1.4
COc1cc(C(=O)NCc2ccc3c(c2)OCO3)ccc1OCc1c(C)noc1C
    1, -0.7, -2, 15, -29, -0.4, -4, -11, -0.2
Cc1ccsc1C1Nc2ccc3ncccc3c2C2=C1C(=O)CC(C)(C)C2 (stereo not drawn)
    -22, -1.1, -11, 2, -8, -1.3, 14, 3, -2.5
Cc1nn(Cc2ccccc2Cl)c(C)c1NC(=O)CSc1n[nH]c(C)c1[N+](=O)[O-]
    -1, 0.3, 22, -4, 0, 0.1, 0, 12, 0.3
CN(C)c1ccc(N/C=C/C(=O)c2ccccc2)cc1
    -93, 0.4, 81*, -10, -6, 1.3, -1, -1, -4.3
COc1ccc(/C=C2\SC(=O)N(CCNC(=O)Cc3coc4cc(OC)ccc34)C2=O)cc1
    -18, 0.9, 63, -5, -54, -0.3, 1, 6, 0.7
COc1cc(OC)c2c(c1)C(=O)c1cc(OC)cc(OC)c1C2=O
    -17, 0.7, 2, -5, 14, -0.2, -7, -12, -0.7
COc1ccc(C(=O)NC(=S)N2CC(C)OC(C)C2)cc1OC (stereo not drawn)
    5, 0.3, -2, -3, -8, -0.6, 0, -12, 0.3
CN1C(=O)C(CC(=O)Nc2ccc(F)cc2)N(Cc2ccco2)C1=S (stereo not drawn)
    -1, 0.4, 16, -4, -8, 0.1, -6, -3, 0.6
O=C(CSc1ccc2c(c1)OCCO2)Nc1ccc(N2CCOCC2)cc1
    -9, -0.2, 1, -14, -9, -0.2, -8, -2, 0.7
Cc1ccccc1C(=O)NC1CCN(C(=O)N(c2ccccc2)c2ccccc2)CC1
    -4, 0.6, -24, -6, -8, 0.9, 0, -10, -1.4
CC(=O)Nc1ccc(C(=O)OC2CCCCC2=O)cc1 (stereo not drawn)
    -18, 0.5, -7, 24, -7, 0.9, 8, 11, 3.3

Following part:
Value order: S1P4 antagonist, TRPML3 ag, CHOP inh, NPY-Y1 PAM-ag, EP2 modulator, TRPN1 ag, NPY-Y1 antag, NPY2 pot ag, S1P4 agonist
CSC1=NCCN1C(=O)c1c(-c2ccccc2Cl)noc1C
    -4, 0.1, 89*, 8, 31, 0.5, 1, 9, -2.5
Cc1ccc2[nH]c3c(c2c1)CN(C(=O)CN1CCCc2ccccc21)CC3
    -4, 0.7, 57, -5, -33, 1.7, 6, -7, 0.5
CCOC(=O)C(/C(N)=N/C(=O)Nc1ccccc1)=C(\C)O
    -17, -0.6, 21, -5, 0, 0.6, 0, 4, 1.8
Nn1cc(-c2ccccc2)nc1SCC(=O)N1CCN(S(=O)(=O)c2ccc(Cl)cc2)CC1
    -9, 0.7, 9, 3, -23, 0.0, -5, -20, 1.3
CCOC(=O)C1CCCN(c2ccc(NC(=O)c3snc4c(=O)[nH]cnc34)cc2)C1 (stereo not drawn)
    -2, -0.2, 51, 4, 35, -0.5, 1, 11, -1.6
CCN(CC)S(=O)(=O)c1ccc(C(=O)NCc2n[nH]c(=S)n2-c2ccc(Cl)c(Cl)c2)cc1
    -3, -0.1, -16, 14, -9, -0.4, -3, 8, 1.9

Among those listed so far, 8 have an NH in an aromatic ring:
Value order: S1P4 antagonist, TRPML3 ag, CHOP inh, NPY-Y1 PAM-ag, EP2 modulator, TRPN1 ag, NPY-Y1 antag, NPY2 pot ag, S1P4 agonist
Cc1ccc2nc(SC(C)C(=O)N3CC(C)OC(C)C3)[nH]c2c1 (stereo not drawn)
    14, -1.9, -15, 12, 4, -0.3, 21*, -11, -0.1
CCc1[nH]nc2c1C1(CCN(C(=O)c3ccccc3)CC1)C(C#N)=C(N)O2
    -6, 0.3, 24, -21, -1, 2.6, 2, 1, 3.3
COC(=O)c1ccc(C(=O)OCCCc2nc3ccc(N)cc3[nH]2)cc1
    -11, 0.9, -21, -44, -50, -0.2, -5, -6, -0.4
O=c1[nH][nH]cc1C=Nc1ccc(Cl)cc1Cl
    -4, 0.6, -4, 1, 3, 1.3, -1, -12, -1.6
Cc1nn(Cc2ccccc2Cl)c(C)c1NC(=O)CSc1n[nH]c(C)c1[N+](=O)[O-]
    -1, 0.3, 22, -4, 0, 0.1, 0, 12, 0.3
Cc1ccc2[nH]c3c(c2c1)CN(C(=O)CN1CCCc2ccccc21)CC3
    -4, 0.7, 57, -5, -33, 1.7, 6, -7, 0.5
CCOC(=O)C1CCCN(c2ccc(NC(=O)c3snc4c(=O)[nH]cnc34)cc2)C1 (stereo not drawn)
    -2, -0.2, 51, 4, 35, -0.5, 1, 11, -1.6
CCN(CC)S(=O)(=O)c1ccc(C(=O)NCc2n[nH]c(=S)n2-c2ccc(Cl)c(Cl)c2)cc1
    -3, -0.1, -16, 14, -9, -0.4, -3, 8, 1.9
